TEAD-YAP block: TEAD-YAP interaction inhibition, primary screen, TEAD-YAP interaction inhibitor project, luminescence, HEK-TIYL cells; TEAD-Gal4/YAP UAS-luciferase luminescence; 640,000 compounds, 1.4% hits; inhibition, % at 9.12 µM; in the data active = inhibition above about 32%;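 also: 0% = median of test compound wells and 100% = reference inhibitor wells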
MITF inh: MITF inhibitors, primary screen, biochemical, AlphaScreen, human. Microphthalmia-associated transcription factor (Homo sapiens), O75030. AID 1259374, 2018. 650,000 compounds, 0.91% hits. inhibition, % at 2.6 µM. AlphaScreen MITF homodimerization, bead proximity signal; in the data active = inhibition above about 50%;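 also: 0% = vehicle wells with protein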
Target sequence (O75030 whole entry, looked up): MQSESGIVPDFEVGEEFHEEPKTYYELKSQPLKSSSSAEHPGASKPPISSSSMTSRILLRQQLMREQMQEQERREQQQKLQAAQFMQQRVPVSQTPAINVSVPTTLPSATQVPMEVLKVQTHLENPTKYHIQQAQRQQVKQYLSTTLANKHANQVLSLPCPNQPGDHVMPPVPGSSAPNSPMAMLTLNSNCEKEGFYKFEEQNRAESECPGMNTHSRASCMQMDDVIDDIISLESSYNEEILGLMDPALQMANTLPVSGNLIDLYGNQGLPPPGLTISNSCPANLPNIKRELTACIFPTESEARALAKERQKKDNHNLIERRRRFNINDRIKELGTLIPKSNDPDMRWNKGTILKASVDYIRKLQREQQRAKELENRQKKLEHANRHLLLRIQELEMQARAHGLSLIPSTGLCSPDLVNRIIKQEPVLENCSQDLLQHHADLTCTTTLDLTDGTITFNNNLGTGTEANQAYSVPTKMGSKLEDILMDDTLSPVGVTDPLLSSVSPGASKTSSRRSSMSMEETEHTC
GPR151 ag: activators of human GPR151, primary screen, cell-based, PathHunter beta-arrestin, luminescence; activation, % at 11.2 µM; 650,000 compounds, 1% hits; PathHunter beta-arrestin GPR151 cells; in the data active = activation above about 4.9%;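 also: 0% = median of compound wells and 100% = cells with positive control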
Target sequence (Q8TDV0 whole entry, looked up): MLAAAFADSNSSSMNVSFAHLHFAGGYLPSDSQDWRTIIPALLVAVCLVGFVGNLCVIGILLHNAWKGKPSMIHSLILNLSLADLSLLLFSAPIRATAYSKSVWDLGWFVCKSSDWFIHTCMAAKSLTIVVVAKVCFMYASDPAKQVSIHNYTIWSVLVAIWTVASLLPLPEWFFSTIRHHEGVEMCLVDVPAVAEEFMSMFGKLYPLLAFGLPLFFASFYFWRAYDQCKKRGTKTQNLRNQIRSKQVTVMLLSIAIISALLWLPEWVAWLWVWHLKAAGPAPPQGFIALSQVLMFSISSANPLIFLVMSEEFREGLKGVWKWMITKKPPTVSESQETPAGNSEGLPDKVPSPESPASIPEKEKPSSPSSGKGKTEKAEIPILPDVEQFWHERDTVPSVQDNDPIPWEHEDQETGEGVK
FBW7 act: FBW7 E3 ligase activators, primary screen, biochemical, AlphaScreen, human; F-box/WD repeat-containing protein 7 (Homo sapiens), Q969H0; AlphaScreen FBW7–phospho-cyclin E peptide binding, activator screen; normalized activity (activation), % at 26.1 µM; 650,000 compounds, 0.13% hits; in the data active = normalized activity above about 1.9%;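 also: purified mutant Fbw7 with reduced substrate affinity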
* = called active by the depositor; . = not tested or not shown.

Letter code: A = TEAD-YAP block; B = MITF inh; C = GPR151 ag; D = FBW7 act
> Cc1c(NC(=O)COC(=O)c2cccc(Br)c2)c(=O)n(-c2ccccc2)n1C
  A: -3.2; B: 16.4; C: -1.6; D: 0.3

> COc1ccccc1CC(=O)Nc1nc(-c2ccccc2)cs1
  A: -13.1; B: -2.5; C: -0.7; D: -0.1

> O=C(Cc1cccc2ccccc12)c1ccc(O)cc1O
  A: -3.8; B: 0.3; C: 1.6; D: 0.0

> CCOc1cc(/C=C2\NC(=S)NC2=O)ccc1OCc1ccc(Cl)cc1
  A: 10.9; B: 5.0; C: 0.8; D: -0.1

> c1ccc(CCc2noc(CN3CCSCC3)n2)cc1
  A: -17.9; B: -1.8; C: 2.1; D: -0.1

> COc1cc(NC(=O)c2nn3c(C(F)(F)F)cc(-c4ccc(Br)cc4)nc3c2Cl)cc([N+](=O)[O-])c1
  A: 6.7; B: -15.2; C: 0.3; D: -0.1

> CC1CCN(C(=O)CSc2nc3cc4c(cc3c(=O)n2Cc2ccco2)OCO4)CC1
  A: 6.0; B: -14.2; C: 1.3; D: -0.3

> COc1ccc(N2CCN(C3CCCN(C(=O)CN4CCCCC4=O)C3)CC2)cc1 (configuration not stated)
  A: -9.9; B: -4.5; C: -2.2; D: -0.2

> c1ccc(CCn2nnnc2C(c2cccnc2)N2CCc3ccccc32)cc1 (configuration not stated)
  A: -8.5; B: 2.1; C: -0.8; D: 0.0

> CC1CCc2nn(CC(=O)NCc3ccccn3)cc2C1 (configuration not stated)
  A: -8.3; B: -0.2; C: -0.1; D: -0.1

> CS(=O)(=O)N(CC(=O)Nc1cccnc1)c1ccc2c(c1)OCO2
  A: -2.3; B: 20.3; C: -0.3; D: 0.1

> CCc1ccc(N2CCN(CC(=O)Nc3ccc(OC)cc3)CC2)cc1
  A: 9.0; B: 5.5; C: -0.5; D: -0.2

> CCN(CC)CCNC(=O)COc1ccccc1
  A: 0.2; B: -15.5; C: 0.0; D: 0.0

> CCCCNc1nc(Nc2cccc(C)c2)c2cnn(C)c2n1
  A: 19.7; B: -22.7; C: 1.0; D: 0.3

> CN(C)N1C(N)=C(C#N)C(c2ccsc2)C2=C1CC(c1ccccc1)CC2=O (configuration not stated)
  A: -6.9; B: -9.4; C: -2.7; D: -0.2

> O/N=C/c1ccccc1OCc1ccccc1Cl
  A: -11.4; B: 1.0; C: 0.4; D: -0.1

> O=c1/c(=C/c2cccnc2)sc2nc3ccccc3n12
  A: -2.8; B: 9.2; C: 0.7; D: -0.3

> CCn1c(SCC(=O)Nc2cccc(F)c2)nnc1-c1ccccc1N
  A: 6.7; B: -2.8; C: -0.1; D: -0.2

> O=C(Nc1ccc(Cl)cn1)c1ccc(Br)cc1
  A: -0.4; B: 12.0; C: -1.7; D: 0.1

> c1cncc(-c2nc3sc(-c4cccnc4)nc3s2)c1
  A: -16.2; B: -4.0; C: -0.2; D: 0.0

> CCOC(=O)N1CCC(N2C(=O)c3ccccc3C2Nc2ccccc2OCC)CC1 (configuration not stated)
  A: 0.4; B: 9.9; C: -0.3; D: -0.1

> CCOC(=O)C1=C(C)NC2=C(C(=O)CCC2)C1c1ccc(C(C)(C)C)s1 (configuration not stated)
  A: 2.3; B: 18.3; C: 0.7; D: 0.6

> COC(=O)C1=C(N)N(c2ccc(Br)cc2)C2=C(C(=O)CC(C)(C)C2)C1c1ccc(OC)cc1 (configuration not stated)
  A: 2.4; B: 15.0; C: 1.1; D: 0.3

> C=CCn1c(Sc2ccc([N+](=O)[O-])cn2)nnc1-c1ccc(OC)cc1
  A: 48.0*; B: -6.7; C: -0.3; D: 0.0

> O=C(CCCN1CCOCC1)Nc1cc(C(=O)Nc2cccc(C(F)(F)F)c2)ccc1N1CC2CC(C1)c1cccc(=O)n1C2 (configuration not stated)
  A: -25.5; B: 1.7; C: -1.1; D: 0.0

Further entries
Letter code: A = TEAD-YAP block; B = MITF inh; C = GPR151 ag; D = FBW7 act
> O=C(Nc1ccc(Cl)cc1)C1C2C=CC3(O2)C1C(=O)N(CCc1ccccc1)C3C(=O)NC1CCCCC1 (configuration not stated)
  A: 2.3; B: -2.5; C: 0.2; D: 0.1

> O=C(Nc1cccc(Cl)c1)O/N=C\c1ccncc1
  A: -10.5; B: -0.7; C: 5.2*; D: 0.0

> Cc1c(NC(=O)CSc2n[nH]c(N)n2)cccc1[N+](=O)[O-]
  A: -1.4; B: -2.5; C: -0.9; D: 0.0

> Cc1nc2ccccc2n1CCc1nc2c3ccccc3nc(NCCCOC(C)C)n2n1
  A: 15.6; B: -1.0; C: 0.0; D: -0.2

> O=C(Nc1nnc(SCC(=O)N2CCc3ccccc32)s1)C1CCC1
  A: -3.4; B: 10.3; C: -0.3; D: 0.0

> CC1=CC2=NC(=O)/C(=C\c3cn(CCCOc4ccccc4)c4ccccc34)C(=N)N2O1
  A: 1.7; B: 8.2; C: 0.6; D: 0.1

> CC1CCC(N2CC(C(=O)O)CC2=O)CC1 (configuration not stated)
  A: 4.9; B: -0.6; C: -1.5; D: 0.7

> CC(=O)c1ccc(N2CCN(C(=O)c3ccc4c(=O)n(Cc5ccc(Cl)cc5)c(=S)[nH]c4c3)CC2)cc1
  A: -8.7; B: -3.1; C: 0.1; D: 0.0

> CN1CCN(CC(=O)N2N=C(c3cccc(NS(C)(=O)=O)c3)CC2c2ccco2)CC1 (configuration not stated)
  A: 11.5; B: 13.9; C: 2.1; D: 0.2

> COc1ccc(C(=O)Nc2c3c(nn2C(C)(C)C)CS(=O)C3)c(OC)c1 (configuration not stated)
  A: 0.2; B: 0.5; C: 0.1; D: -0.3

> CCCCCCCCCCCC1N[C@H](C(=O)O)CS1 (some centres not stated)
  A: .; B: 10.1; C: 0.8; D: .

> CCn1c(O)c(/C=C2\C=Nc3ccccc32)sc1=S
  A: -3.1; B: 2.8; C: 0.0; D: 0.0

> C=CCNC(=O)CSc1nnc(-c2ccoc2C)n1CC(C)C
  A: 2.6; B: 1.2; C: -0.2; D: 0.0

> Cc1ccc2nc(C3CCCN3C(=O)Cn3cnnn3)[nH]c2c1 (configuration not stated)
  A: -6.4; B: -4.7; C: -0.1; D: 0.0

> O=C(NCCc1ccc(O)cc1)c1ccnc(N2CCCC2CO)c1 (configuration not stated)
  A: 1.8; B: -8.3; C: 1.0; D: 0.0

> COc1ccc(CN(C)c2nc(CN(C)Cc3ccccn3)nc3ccccc23)cc1OC
  A: -8.8; B: 25.7; C: 3.2; D: -0.1

> Cc1ccc(C(C)C)c(OCc2n[nH]c(=S)o2)c1
  A: 2.4; B: 3.2; C: -0.6; D: 1.0

> NC(=O)c1ccc(NC(=O)COC(=O)CCSc2ccccc2)cc1
  A: 1.3; B: 15.2; C: 0.4; D: 0.1

> O=C1CC(c2nc(-c3ccccc3Cl)no2)CN1c1ccc2c(c1)OCO2 (configuration not stated)
  A: 3.8; B: 7.5; C: 3.8; D: 0.1

> CCCc1c(C)c2c(C)[nH]nc2oc1=O
  A: -2.0; B: -2.8; C: 0.0; D: -0.5

> CCOc1ccc(CCNC(=O)CCc2c(C)nc3c(c2C)c(=O)n(C)c(=O)n3C)cc1
  A: 3.7; B: -3.9; C: 1.5; D: 0.0

> Cc1ccc(NC(=O)c2ccc([N+](=O)[O-])cc2)c(Br)c1
  A: -73.5; B: -7.3; C: -0.9; D: 0.0

> CCOC(=O)N1CCC(Nc2c(N3CCN(c4ccc(F)cc4)CC3)c(=O)c2=O)CC1
  A: -13.9; B: 12.8; C: 1.2; D: 0.7

> N#CC1=C(N)Oc2n[nH]c(-c3cccc([N+](=O)[O-])c3)c2C1c1c(F)cccc1Cl (configuration not stated)
  A: 1.7; B: -8.7; C: 1.4; D: 0.0

> COc1ccc(N2C(=O)CSC2c2c(F)cccc2Cl)cc1Cl (configuration not stated)
  A: -9.7; B: -5.4; C: -0.8; D: 0.0

Remaining list, next part.
Values run as follows: TEAD-YAP block | MITF inh | GPR151 ag | FBW7 act
- O=C(O)c1cccc(-n2cccc2/C=C2/NC(=O)N(c3ccc(Cl)cc3)C2=O)c1
    -8.1 | 60.9* | -0.2 | -0.1
- CCOc1ccc(-c2cc(CCCC(=O)NCCOC)no2)cc1
    20.8 | -4.1 | 0.5 | 0.1
- COc1cc2c(cc1OC)C(C)N(C(=O)c1ccccc1Cl)CC2 (configuration not stated)
    -0.4 | -7.1 | -0.3 | -0.1
- Cc1ccc(-n2nc3c(c2NC(=O)c2ccc(C(=O)c4ccccc4)cc2)CS(=O)(=O)C3)c(C)c1
    -3.3 | 6.6 | -0.6 | 0.0
- Cc1ccc(C(=O)c2ccc3c(c2)OCCO3)cc1
    -14.6 | -17.0 | -0.8 | 0.1
- CCc1nc(SCC(=O)Nc2ccc(C(=O)O)cc2)n[nH]1
    -4.3 | 7.6 | -0.5 | 0.3
- CC(=O)c1c(C)[nH]c(C(=O)N2CCN(S(=O)(=O)c3cccs3)CC2)c1C
    -0.3 | -14.4 | 0.4 | 0.0
- COC(=O)c1ccc(Cl)cc1NC(=O)Nc1nnc(N2CCCC2)s1
    -11.9 | 14.3 | 3.3 | -0.1
- CCCCN(CC)S(=O)(=O)c1ccc(F)c(C(=O)Nc2cccc(F)c2)c1
    -1.8 | -2.6 | 1.1 | -0.1
- COc1ccc(N2C(=O)/C(=C\c3ccc(Cl)cc3)S(=O)(=O)C2c2ccc(Cl)cc2)cc1 (configuration not stated)
    -2.3 | -6.0 | 4.3 | 0.0

Continued:
Values run as follows: TEAD-YAP block | MITF inh | GPR151 ag | FBW7 act
- O=[N+]([O-])c1ccc(-c2nc(Nc3ccc(I)cc3)c3ccccc3n2)cc1
    -18.8 | -14.7 | -0.1 | 0.0
- O=C(/C=C\c1ccc2c(c1)OCO2)NCCS(=O)(=O)N1CCc2ccccc21
    -12.1 | -7.3 | -0.7 | -0.1
- CC(=O)N(Cc1cc2ccc(C)cc2[nH]c1=O)C1CCCC1
    -0.9 | -11.3 | 0.8 | -0.1
- NC(=O)Cn1c(=O)n(Cc2ccccc2)c(=O)c2cccnc21
    -8.7 | 6.8 | -0.3 | -0.2
- CCOC(=O)COc1ccc(S(=O)(=O)Nc2ccc(Br)cc2)cc1
    3.6 | -2.1 | 2.9 | -0.1
- CC1=C(C(=O)Nc2nc3ccccc3s2)C(c2cc([N+](=O)[O-])ccc2Cl)C2=C(CC(C)(C)CC2=O)N1 (configuration not stated)
    -6.4 | 24.6 | 0.0 | 0.0
- O=C1C2CC=C(Cl)CC2C(=O)N1CCN1CCOCC1 (configuration not stated)
    8.3 | -6.8 | -0.5 | -0.2
- O=C(CSc1ccccc1)N1CCCC1
    -11.4 | -3.8 | 0.4 | -0.2
- CCc1nnc(NC(=O)c2ccc3ccccc3c2)s1
    -35.9 | 11.4 | -1.0 | 0.2
- O=C(/C=C/c1ccccc1)Nc1cc(C(=O)Nc2ccc3c(c2)OCCO3)ccc1N1CC2CC(C1)c1cccc(=O)n1C2 (configuration not stated)
    5.0 | -3.8 | -0.5 | 0.0
- COc1ccc(/C=N/NS(=O)(=O)c2ccccc2)cc1CSc1ccccn1
    -6.2 | 9.8 | -0.5 | 0.1
- COc1ccccc1-n1nc(C(=O)NCCCN2CCCCCC2)c2ccccc2c1=O
    11.1 | 7.4 | -0.9 | 0.0

Screens deposited in PubChem BioAssay by The Scripps Research Institute Molecular Screening Center.
